Screens deposited in PubChem BioAssay by several laboratories.
AI-2 QS mod – modulators of Vibrio harveyi AI-2 quorum sensing system; Vibrio harveyi JMH597 AI-2 luminescence/OD600 ratio, 9 h; active compounds read low; strain lacks LuxN and CqsS sensors; 0 = neutral-control median; activity change, % at 7.5 µM; actives 0.4% (n = 300,000); AID 2094; in the data active = activity change below about -75%, passing the limit was not always enough;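 note: luminescence divided by OD600 gain over 9 h not by final OD600 alone; inactives centre near 13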
Platelet DG rel – platelet dense granule release activity; human platelet-rich plasma, SFLLRN dense granule ATP release, luminescence; inhibition, %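 (compounds screened at 7.5 µM in platelet-rich plasma)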; AID 1663; actives 0.22% (n = 300,000);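 active = mean replicate score, as percent of positive control, at or above 50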
aSyn UTR inh – MLPCN primary screen, SNCA 5' untranslated region | alpha-synuclein 5'UTR reporter, inhibitor activity | inhibition, % (tested at 7.5 µM) | actives 0.82% (n = 300,000); in the data active = inhibition above about 60%;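 note: H4 neuroglioblastoma cells stably carrying SNCA 5'UTR luciferase fusion; 0% = DMSO wells and 100% = positive control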
KLF5 inhibitor – suppresses KLF5 promoter-driven expression | DLD-1 KLF5 promoter-luciferase reporter, luminescence | inhibition, % at 5 µM | actives 0.23% (n = 290,000) | AID 1700;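 active = inhibition above a per-plate limit of that plate's mean compound inhibition plus 3 SD, cut at about 60% in these data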;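 note: 0% = DMSO wells and 100% = LY294002 at 200 µM; higher means less KLF5 promoter-driven luciferase light; inactives centre near -14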
HSP90 refold inh – inhibitors of HSP90 luciferase refolding in rabbit reticulocyte lysate; inhibition, % at 5.6 µM; luciferase refolding luminescence, 3 h; AID 1789; actives 0.91% (n = 290,000);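 active = inhibition above the screen-wide mean plus 3 SD, computed separately per campaign, cut at about 16% in these data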;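 note: 0% = DMSO wells and 100% = 60 µM geldanamycin wells; inhibitors lower the luminescence because luciferase stays unfolded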
IEC-6 tox – kills IEC-6 intestinal cells in KLF5 counter-screen | IEC-6 cytotoxicity, luminescence viability | inhibition, % at 5 µM | actives 0.78% (n = 290,000) | AID 1825; in the data active = inhibition above about 22%;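 note: 0% = plate median of test compound wells and 100% = cytotoxic reference compound wells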
SKKanGAS inh – blocks kanamycin growth of S. pyogenes SKKanGAS strain | BacTiter-Glo, 6 h | inhibition, % at 7.5 µM | actives 1.3% (n = 300,000) | AID 1662;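 active = mean replicate score, as percent of positive control median, at least 50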;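 note: strain carries kanamycin resistance gene driven by streptokinase promoter and grows in 40 µg/ml kanamycin; loss of luminescence reflects streptokinase promoter inhibition or plain growth inhibition; 0% = median of DMSO wells and 100% = positive control at its reference dose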
HSF1 activator – increases HSF-1 driven luciferase reporter signal; NIH3T3-HGL HSF-1 luciferase reporter, MG132, 8 h; 100% = twice DMSO control signal; activation, % at 9 µM; actives 1.7% (n = 300,000);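 active = mean replicate activation of at least 50% with a set share of replicates each reaching 50%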;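 note: 0% = median of the neutral control wells and 100% = twice that signal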
HIF act – HIF pathway transcriptional activation; activation, % at 7.5 µM (by protocol); actives 0.32% (n = 300,000); U2OS HRE-luciferase reporter, luminescence; normalized: DMSO 0%, desferrioxamine 100%;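 active = mean activation of at least 10% of the iron chelator positive control signal, with at least half of replicates also reaching 10%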
HSF1 inh – HSF1 inhibition; AID 2098; activity change, negative = inhibition, % at 7.5 µM (by protocol); NIH3T3-HGL HSE-luciferase, MG132-induced, luminescence 8 h; active compounds read low; actives 0.77% (n = 300,000);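 active = more than half of replicate wells show activity change below -50%, luminescence cut by over half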;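 note: luciferase reports HSF-1 transcriptional activity via heat shock element; 0% = median of DMSO wells and -100% = zero luminescence signal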
* marks the source's active call; other numbers are inactive results; . = no result given.

SMILES	AI-2 QS mod	Platelet DG rel	aSyn UTR inh	KLF5 inhibitor	HSP90 refold inh	IEC-6 tox	SKKanGAS inh	HSF1 activator	HIF act	HSF1 inh
Cc1cc(C)cc(NC(=S)NCc2ccncc2)c1	1.2	-10.6	1.6	-15.9	-4.9	0.7	-7.1	7.2	-0.3	-2.7
COCC(C)N=C1NN=C(c2cccs2)C(CC(=O)O)S1 (stereo not given)	0.2	-1.6	-18.4	-21.4	4.5	-2.7	5.0	11.2	0.0	-5.7
Cc1c(CCC(=O)N2CCC(C(=O)O)(c3ccccc3)CC2)c(=O)oc2cc3oc4c(c3cc12)CCCC4	31.0	-4.6	67.5*	-36.8	1.0	3.2	19.8	-41.1	-2.0	-35.2
CCn1nc(Cc2cccc3ccccc23)c(C#N)c1N	20.6	2.3	5.5	.	.	.	7.5	-7.9	1.1	-0.3
CC(C)n1cnnc1SCC(=O)Nc1ccc(N2CCCCC2)cc1	14.0	-2.2	-31.7	.	.	.	-10.3	4.6	0.5	-7.0
COc1ccc(-c2nc(CN3CCC(C(=O)N4CCc5ccccc54)CC3)c(C)o2)cc1OC	101.3	-2.5	15.3	-28.7	1.5	0.2	-5.1	-8.4	-0.3	-1.0
Cc1nn(C)cc1/C=C1\CCC/C(=C\c2cn(C)nc2C)C1=O	6.8	.	-12.5	-6.7	1.4	-4.2	3.1	4.9	-0.1	-3.0
CC(=O)N1c2ccc(S(=O)(=O)N3CCC(C(=O)NCCc4ccc(Cl)cc4)CC3)cc2CC1C (stereo not given)	9.7	-8.7	-24.6	-38.2	-1.5	3.2	-6.4	7.8	1.6	7.2
CCOC(=O)CSC1=C(C#N)C(c2ccccc2Cl)C(C(=O)OC)C(=O)N1 (stereo not given)	17.4	-2.8	-14.1	-11.5	-1.7	2.2	3.5	1.9	-0.1	1.5
CCOc1ccc(Cc2nnc(SCC(=O)Nc3ccc(OC)cc3)n(N)c2=O)cc1	26.0	0.7	0.6	.	.	.	-5.3	12.4	-0.4	0.2
COc1cc2c(cc1OC)C(c1ccc(-c3ccc(Cl)c(Cl)c3)o1)=NCC2	12.7	3.3	-10.7	-10.8	1.7	1.0	25.6	-55.1	-0.1	-49.2
COc1ccccc1CCNC(=O)Nc1cccc([N+](=O)[O-])c1	9.4	-13.2	11.3	-2.2	-0.6	8.0	-13.2	3.9	0.5	5.4
COc1ccc(CN(CC2CCC(C(=O)O)CC2)C(=S)Nc2cc(C)cc(C)c2)cc1 (stereo not given)	67.1	0.9	5.9	-7.3	-0.7	-0.1	-2.9	15.0	-1.1	-2.2
O=C(Nc1cccc(-n2cnnn2)c1)c1ccoc1COc1ccc(Cl)cc1	16.7	4.0	20.7	-1.0	1.2	3.9	8.7	31.0	-1.0	9.7
CCOc1ccccc1N(C(=O)CNS(=O)(=O)c1ccccc1)C(CC)C(=O)NCc1ccco1 (stereo not given)	19.2	-2.3	7.7	31.4	2.4	5.5	-2.9	-1.0	-0.7	1.5
CN(C(=O)c1c[nH]c(=O)cc1C(F)(F)F)c1ccc(Cl)c(Cl)c1	23.0	-1.0	-2.5	-13.6	1.1	1.4	-3.3	16.0	-0.3	-0.3
CCOC(=O)CSc1ccc(C(=O)Nc2ccc(Cl)cc2)cn1	16.2	-1.2	-2.6	11.5	0.9	5.3	-7.0	14.5	0.4	9.5
COc1cccc(CNC(=O)CCNC(=O)N2CCn3c2nc2ccccc23)c1	14.1	4.9	24.4	-7.5	-5.4	-3.3	-4.5	5.8	-0.6	1.8
O=C(NCc1ccc2c(c1)OCO2)C1CCCN1C(=O)Nc1ccc(F)cc1 (stereo not given)	3.8	2.2	-1.5	-31.8	0.0	0.0	-4.2	5.7	-0.4	0.5
CCOc1ccc(CN2CCN(Cc3ccsc3)C(CCO)C2)cc1CO (stereo not given)	21.5	-3.2	15.5	-21.4	-0.8	-2.4	3.8	-3.3	-0.2	-1.1
CC(=O)c1ccc(-n2c(SCC(=O)c3c[nH]c4ccccc34)nc3ccccc3c2=O)cc1	29.3	-6.2	9.3	-44.0	1.4	0.4	13.7	-6.8	-0.6	-6.0
O=C(/C=C\c1ccco1)Nc1nc(-c2ccccc2)cs1	18.0	-1.8	-121.2	-59.4	-1.6	-1.0	-4.8	40.4	0.5	22.7
COc1cc2c(cc1OC)C(NC(=O)c1ccc(C)cc1)CC2=O (stereo not given)	23.2	-7.0	5.7	-7.7	-1.3	-4.8	-1.3	-7.2	-0.4	-4.4
COc1cccc(C(=O)C2CCCN(C(=O)c3cccc(C#CC(C)(C)O)c3)C2)c1 (stereo not given)	6.0	8.5	13.8	-5.4	1.9	3.5	4.3	3.2	-0.7	-2.9
O=C1C2C3C=CC(CC3)C2C(=O)N1/N=C/c1ccccc1O (stereo not given)	16.7	4.4	6.3	-8.2	0.0	2.0	-2.7	18.3	-0.3	10.2
Cc1ccc(N(CC(=O)NCc2ccc3c(c2)OCO3)C(=O)CCC(=O)Nc2ccccn2)cc1	24.8	-6.1	5.9	-7.2	-2.0	-2.3	12.6	16.2	-47.1	-0.2
CCN1C(=O)[C@H]2[C@@H](c3ccc(-c4ccc(OC)cc4)c(OC)c3)N3CCCC[C@@]3(C(=O)OC)[C@H]2C1=O	17.3	0.3	18.4	.	.	.	13.3	4.9	-0.7	3.3
Cc1cccnc1NC(=O)CCc1nnc2ccc(N3CCC4(CC3)OCCO4)nn12	1.2	29.8	11.5	-14.2	1.9	10.4	0.4	-9.7	-0.5	-9.2
CC1=C(C(=O)OCc2ccc3c(c2)OCO3)C(c2ccc(Cl)cc2)NC(=O)N1 (stereo not given)	6.9	0.9	41.3	54.4	0.6	82.2*	-10.8	-52.4	1.5	-47.2
Cc1cc(/C=C2\SC(=S)NC2=O)c(C)n1-c1ccc(O)cc1	27.9	6.6	-67.6	-4.0	-0.1	-6.7	99.6*	7.4	0.5	16.7
COc1cnc(-c2ccccc2)c(-c2ccccc2)n1	-3.8	-6.2	7.0	.	.	.	-12.9	0.7	0.1	5.8
CCOCCCNC(=O)CCNC(=O)c1cc(OC)c(OC)c(OC)c1	33.1	-3.4	8.2	-17.7	1.0	-3.7	-2.0	-8.8	-0.2	-14.7
Cc1cnc(C(=O)Oc2cccc(Cl)c2Cl)cn1	.	1.4	5.2	-6.5	-3.1	5.1	2.8	-12.1	-0.9	-1.3
CC1CC(C)CN(C(=O)c2ccc(S(=O)(=O)N3CCCCC3)cc2)C1 (stereo not given)	43.4	-10.1	21.9	-7.2	1.3	-1.8	-8.7	-13.5	0.2	-5.0
CCOc1ccc2nc(NC(=O)CN3CCN(c4ccccn4)CC3)sc2c1	18.1	-1.7	-42.9	-11.3	-2.1	-1.0	20.4	-13.5	3.0	-0.3
Cn1c2ccccc2c2c(C(=O)NCc3ccco3)cn(C3CCCCC3)c(=O)c21	22.2	4.8	4.4	-8.4	2.8	-4.4	11.5	22.1	-0.5	11.1
CCC(=O)c1ccc(CCCCCC(=O)O)s1	20.8	2.0	-7.5	-26.3	-0.3	-6.4	1.9	0.5	-0.1	1.1
CCSc1nnc([C@@H]2CCCN2C(=O)OC(C)(C)C)o1	8.6	.	.	-19.6	-2.3	3.1	.	.	.	.
CC(C)c1ccc(CNc2ncccn2)cc1	24.4	-1.5	-127.7	-97.6	-2.5	-7.9	-2.6	33.2	5.5	29.7
COc1ccc2nc(-c3ccccc3)nc(SCC(=O)NCC3CCCO3)c2c1 (stereo not given)	23.5	-1.2	-8.8	-12.4	-4.4	9.3	6.6	7.2	0.7	0.1
c1ccc(C2CC(c3ccccc3)n3ncnc3N2)cc1 (stereo not given)	14.6	-2.3	25.3	-8.4	0.2	-3.6	1.5	-4.2	0.0	2.1
Cn1c(=O)[nH]c(=O)c2c1nc(N1CCN(c3ccccc3)CC1)n2CCSc1ncccn1	15.8	-0.9	-0.7	-29.6	-1.6	-0.7	-5.6	1.0	-0.3	-5.7
Cc1ccc(C2=NN(C(=O)CCC(=O)O)C(c3ccc4c(c3)OCO4)C2)cc1 (stereo not given)	11.5	6.6	22.8	-38.1	-0.4	1.9	5.3	-0.2	0.8	-3.5
C/C(=N\NC(=O)c1ccc(CSc2nncn2C)cc1)c1ccc2ccccc2c1	16.6	-5.0	10.4	-22.9	-3.6	6.2	-3.3	-8.2	0.4	-2.2
COC(=O)c1scc(C)c1N1C(=O)c2ccccc2C1=O	0.3	9.0	6.8	-5.8	3.1	-2.5	-0.2	-1.7	-0.1	-3.1
Cc1ccc(C(=O)c2ccccc2C(=O)O)s1	25.0	-3.2	-7.7	-12.2	-0.2	-5.0	0.2	2.5	0.6	-1.0
Cc1cc(C(=O)N/N=C/c2c(C)nn(-c3ccccc3)c2Cl)n[nH]1	22.3	1.2	-35.3	-56.7	0.7	-5.1	3.0	-0.6	1.1	2.8
C=CCn1c(Cc2cccs2)nnc1SCC(=O)c1cccc(Br)c1	18.9	1.2	0.6	20.5	2.1	1.9	4.0	5.9	-0.2	6.3

Reformatted bar-delimited: entries from further up.
Structure | AI-2 QS mod | Platelet DG rel | aSyn UTR inh | KLF5 inhibitor | HSP90 refold inh | IEC-6 tox | SKKanGAS inh | HSF1 activator | HIF act | HSF1 inh
C/C(=N\NC(=O)c1ccc(CSc2nncn2C)cc1)c1ccc2ccccc2c1 | 16.6 | -5.0 | 10.4 | -22.9 | -3.6 | 6.2 | -3.3 | -8.2 | 0.4 | -2.2
COC(=O)c1scc(C)c1N1C(=O)c2ccccc2C1=O | 0.3 | 9.0 | 6.8 | -5.8 | 3.1 | -2.5 | -0.2 | -1.7 | -0.1 | -3.1
Cc1ccc(C(=O)c2ccccc2C(=O)O)s1 | 25.0 | -3.2 | -7.7 | -12.2 | -0.2 | -5.0 | 0.2 | 2.5 | 0.6 | -1.0

Next results follow.
SMILES	AI-2 QS mod	Platelet DG rel	aSyn UTR inh	KLF5 inhibitor	HSP90 refold inh	IEC-6 tox	SKKanGAS inh	HSF1 activator	HIF act	HSF1 inh
CC(=O)c1ccc(C)cc1OC(=O)c1cccc(F)c1	34.2	0.4	5.5	-35.2	-6.3	-6.0	1.4	-4.4	0.1	0.5
COc1cccc(CC2CC(=O)N(CCc3ccc4c(c3)OCO4)C2=O)c1 (stereo not given)	11.1	0.5	3.5	-21.7	1.7	-0.2	12.7	-14.7	-0.3	5.9
O=C(COC(=O)c1ccccn1)NCCCc1ccccc1	18.6	0.3	18.0	-12.6	-3.6	2.6	-7.9	7.7	-0.8	-2.0
O=C(NNC(=O)c1ccccc1Cl)c1ccncc1	16.8	-7.5	9.0	-13.3	2.7	-3.3	3.5	5.6	-2.1	-4.6
O=C(/C=C/c1ccccc1Cl)NC1CCS(=O)(=O)C1 (stereo not given)	33.3	8.8	0.5	-29.0	-2.6	-4.2	-4.6	3.6	0.1	-3.3
O=C(COc1ccccc1)NNc1nc2c(F)cc(F)cc2s1	15.2	6.2	-37.7	-46.3	6.3	5.4	-8.4	6.6	1.3	7.2
COC(=O)Nc1ccc(S(=O)(=O)N(C)CC(F)(F)C(F)F)cc1	8.2	-1.3	2.1	-26.6	-0.7	-1.8	-6.5	1.1	0.2	3.8
CCC(=O)Nc1ccc(NCc2cccs2)cc1	12.4	-9.3	-17.2	-46.6	1.8	-2.9	-10.7	6.4	-13.6	-9.7
CCOC(=O)N1CCN(C(=O)CSCC(=O)Nc2nc(-c3ccc(-c4ccccc4)cc3)cs2)CC1	12.4	0.7	-125.7	-49.4	1.8	-1.1	35.1	21.7	3.9	12.0

Hits appear at their usual frequency. About 6% of those tested had a hit in this group.
